Assay outcomes: PubChem BioAssay, several laboratories
DSG3 Ab inh: inhibitors of pemphigus antibody binding to DSG3, primary screen, biochemical, bead-based, flow cytometry, scFv-GFP; DSG3-coupled beads, scFv-anti-DSG3-GFP binding; hits give low values; binding (percent of control), % at 10 µM; 310,000 tested, 0.48% active; AID 588358, 2011;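 active = binding more than 3 SD below its plate's average and above zero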;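 also: hits lower antibody fragment binding to DSG3; some compounds called inactive have numbers as strong as hits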
C-LANA FP: inhibitors of KSHV C-LANA binding to DNA, primary screen, biochemical, fluorescence polarization, FAM-LBS DNA, MBP-C-LANA, single point | inhibition, % at 9 µM | 340,000 tested, 0.078% active | AID 504423, 2011 | Kaposi's sarcoma herpesvirus LANA C-terminal domain (residues 932-1162) DNA binding;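 active = highest replicate inhibition at or above 60% at 9 µM, even if other replicates fall short; inactive = all replicates below 60% inhibition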;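 also: 0% = neutral control wells and 100% = 4 µM acridine orange control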
Cardiac RTF inh: cardiac RTF calcium sensitivity inhibitors, primary screen, biochemical, IANBD-TnC fluorescence, EC70 calcium; IANBD-labeled cardiac RTF, Ca2+ fluorescence; inhibition, % at 7.15 µM; 340,000 tested, 0.12% active; AID 493244, 2011;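 active = inhibition above the mean inhibition of all tested compounds plus 3 SD, cut at about 17% in these data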;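 also: assay run at fixed EC70 calcium of 1.6 mM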
cardiac RTF act: cardiac RTF calcium sensitivity activators, primary screen, biochemical, IANBD-TnC fluorescence, EC20 calcium. 340,000 tested, 0.24% active. activation, % at 7.2 µM. Troponin I, cardiac muscle (Homo sapiens) + Troponin T, cardiac muscle (Homo sapiens) + …. IANBD-labeled TnC RTF fluorescence at EC20 calcium; 0% EC20 calcium, 100% full calcium;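 active = activation above the mean over all tested compounds plus 3 SD, cut at about 30% in these data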;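 also: rise in fluorescence read as greater calcium sensitivity of cardiac thin filaments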
Arrestin-AP2 inh: inhibitors of beta-arrestin/AP2 binding, primary screen, biochemical, GPCR trafficking, flow cytometry | AID 504490, 2011 | beta-arrestin 1 C-terminal peptide binding to AP2 beta2-adaptin appendage (human) | FITC-arrestin peptide / GST-AP2 beads; AP2 beta2 appendage carries R879A mutation | 340,000 tested, 0.31% active | inhibition, % at 10 µM;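 active = inhibition above a set limit, near 3 SD of compounds lacking own fluorescence, cut at about 54% in these data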;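 also: plate controls were DMSO wells for no effect and 5 µM unlabelled arrestin peptide for full effect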
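System: GST-AP2 R879A glutathione beads; medium: PBS, Tween 20 0.05%, BSA 0.1%; reagent: fluorescein-tagged arrestin peptide at 50 nM final; schedule: pre-incubation 12 min, peptide binding 1 h, room temperature; detection: flow cytometry, FL1 (488/535 nm); read-out: inhibition as reduced fluorescein signal on beads, percent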
Keap1-Nrf2 PPI: Keap1-Nrf2 protein-protein interaction inhibitors, primary screen, biochemical, fluorescence polarization, single point | Keap1 Kelch-Nrf2 peptide fluorescence polarization, 1536-well | inhibition, % at 9.4 µM | 340,000 tested, 0.15% active | Kelch-like ECH-associated protein 1 (Homo sapiens), Q14145; in the data active = inhibition above about 12%;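 also: human Keap1 Kelch domain with fluorescein labeled Nrf2 9mer peptide probe; 0% = neutral control wells and 100% = peptide positive control; higher means more block of Keap1 binding to Nrf2 peptide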
Target sequence (Q14145 whole entry, looked up, the tested form may be a part): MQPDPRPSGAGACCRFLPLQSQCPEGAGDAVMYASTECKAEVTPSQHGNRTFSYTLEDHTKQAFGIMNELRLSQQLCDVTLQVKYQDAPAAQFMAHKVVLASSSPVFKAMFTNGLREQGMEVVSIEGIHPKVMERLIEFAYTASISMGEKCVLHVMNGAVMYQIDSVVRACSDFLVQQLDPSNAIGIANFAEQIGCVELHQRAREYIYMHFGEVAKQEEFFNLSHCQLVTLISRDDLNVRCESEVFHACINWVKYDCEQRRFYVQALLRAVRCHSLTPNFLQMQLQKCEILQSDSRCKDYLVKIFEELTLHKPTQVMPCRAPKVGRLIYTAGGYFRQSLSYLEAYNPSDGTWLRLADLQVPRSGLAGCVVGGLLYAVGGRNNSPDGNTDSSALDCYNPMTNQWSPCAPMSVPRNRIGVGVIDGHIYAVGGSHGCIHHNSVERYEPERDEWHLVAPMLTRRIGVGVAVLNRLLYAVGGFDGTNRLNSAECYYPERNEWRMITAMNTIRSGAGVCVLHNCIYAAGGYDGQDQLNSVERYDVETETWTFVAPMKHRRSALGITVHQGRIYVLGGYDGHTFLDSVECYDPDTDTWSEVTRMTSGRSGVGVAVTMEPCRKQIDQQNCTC
Wnt act: Wnt/beta-catenin pathway activators, primary screen, cell-based, plate reader, single point; Wnt/beta-catenin reporter cell assay, activator; activation, % at 9.35 µM; 300,000 tested, 1.2% active; AID 743398, 2014; in the data active = activation above about 30%, passing the limit was not always enough;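 also: 0% = neutral control wells and 100% = positive control wells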
OPRM1-OPRD1 ag: agonists of OPRM1-OPRD1 heterodimerization, primary screen, cell-based, luminescence; Mu-type opioid receptor (Homo sapiens) + Delta-type opioid receptor (Homo sapiens), …; cells; activation, % at 9.3 µM; 340,000 tested, 0.3% active; in the data active = activation above about 18%;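 also: 0% = vehicle-treated cells and 100% = reference agonist; values of inactives mirror those of a sister screen read the other way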
MOR-DOR inv ag: inverse agonists of MOR-DOR heterodimerization, primary screen, cell-based, luminescence; Mu-type opioid receptor (Homo sapiens) + Delta-type opioid receptor (Homo sapiens), …; cell-based MOR-DOR heterodimer luminescence, inverse agonism; 340,000 tested, 0.21% active; inhibition, % at 9.3 µM; in the data active = inhibition above about 22%, passing the limit was not always enough;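 also: 0% = cells with DMSO and 100% = wells without cells with DMSO; values of inactives mirror those of a sister screen read the other way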
V-ATPase pHluor: regulators of yeast V-ATPase proton pumping, primary screen, pHLuorin cytosolic pH fluorescence. S. cerevisiae. response, % at 10 µM. 350,000 tested, 0.37% active. AID 504577, 2011; in the data active = response mostly above about 7.3%, no sharp cut-off; inactive = mostly below about 5.4%; also: actives read high; inactives centre near 0; some compounds called inactive have numbers as strong as hits; reference of the scale not given here
* hit, by the source's call; / = not tested or not shown.

SMILES	DSG3 Ab inh	C-LANA FP	Cardiac RTF inh	cardiac RTF act	Arrestin-AP2 inh	Keap1-Nrf2 PPI	Wnt act	OPRM1-OPRD1 ag	MOR-DOR inv ag	V-ATPase pHluor
CC1CCCCN1C(=O)c1cc2ccccc2cc1O (stereo not drawn)	116.9	0.3	0.4	-1.2	-2.5	-1.1	-2.8	-5.7	18.6	5.2
CCOc1ccc(OCC(=O)Nc2ccccc2C(F)(F)F)cc1	97.8	-0.6	-6.7	5.1	-32.5	-0.6	1.8	8.5	-44.8	-5.1
NNC(=O)c1cnn(-c2ccccc2)c1-n1cccc1	100.3	3.7	-2.8	5.8	-11.8	-5.6	-0.7	1.1	-5.4	-0.2
COc1cccc(/C=C2/NC(=O)NC2=O)c1OCC(=O)Nc1ccccc1	119.5	/	-7.1	-2.3	6.9	/	-0.7	-1.6	7.8	-2.1
CC[C@@]1(C(=O)OC)N[C@H](CN(C)C(=O)Nc2ccc(C(F)(F)F)cc2)[C@@H]2C(=O)N(C)C(=O)[C@@H]21	89.8	-0.8	-13.1	1.3	42.0	-0.9	0.7	0.4	-2.1	4.8
O=C(Nc1ccccc1N1CCN(C(=O)c2ccccc2)CC1)c1ccco1	118.3	-0.7	-9.0	-5.6	21.9	1.6	-3.2	1.5	-12.7	3.7
O=[N+]([O-])c1ccc(-c2cnc(SC(c3ccccc3)c3ccccc3)[nH]2)cc1	92.3	-0.5	5.5	7.0	4.0	-7.4	-1.6	2.5	-13.1	-2.5
COCc1nnc(NC(=O)CCCOc2ccccc2)s1	99.4	-1.9	-8.0	4.1	-3.3	0.4	1.7	1.2	-6.1	-0.6
CCOC(=O)c1cccc(NC(=O)C(NS(=O)(=O)c2ccc3c(c2)CCN3C(C)=O)C(C)C)c1 (stereo not drawn)	98.0	0.2	-3.4	3.3	3.5	-1.4	/	-3.3	17.9	-0.7
CC1CCCCC1NC(=O)CO/N=C/c1ccc(OC(F)F)cc1 (stereo not drawn)	101.4	1.1	-9.6	-0.8	6.0	-4.3	-0.7	1.1	-6.3	-0.2
Cn1c(=O)n(CCCO)c(=O)c2c1nc1n2CCCN1Cc1ccccc1	106.7	-0.9	-8.8	-5.8	4.4	-4.3	-2.3	-2.5	13.4	3.4
CCOC(=O)CN1C(=O)CSc2ccc(S(=O)(=O)N3CCOCC3)cc21	97.9	-3.0	6.2	-7.1	23.6	-3.3	0.4	-2.2	11.1	0.2
CC1CCCC(NC(=O)C2CCN(S(=O)(=O)c3cnc[nH]3)CC2)C1C (stereo not drawn)	105.0	1.1	-5.2	-1.3	-13.8	-0.9	0.8	-2.5	12.8	2.5
CCCCNC(=O)CC1Nc2ccccc2NC1=O (stereo not drawn)	98.8	1.4	-11.8	2.8	1.6	-1.2	2.4	-2.9	14.8	-0.6
COc1ccc(Cl)cc1N(CC(=O)NCCSCc1ccccc1)S(C)(=O)=O	109.3	1.6	-3.6	5.2	33.9	1.4	-10.5	-3.3	16.7	-0.4
Cc1ccc(/C=C/C(=O)OCC(=O)NC(=O)NCc2ccco2)cc1	/	-2.1	-16.2	-1.0	-1.6	1.3	-2.7	-0.3	1.1	4.6
O=C(NC(=S)Nc1ccccc1N1CCCCC1)c1ccc(F)cc1	93.3	-1.4	-1.4	-2.1	1.1	1.1	-2.8	-0.7	3.4	-1.3
COc1ccc(N(CC(=O)Nc2cccc(C(=O)O)c2)S(=O)(=O)c2c(C)noc2C)cc1	91.0	1.2	6.1	-5.6	6.5	4.0	/	-1.6	8.1	-2.4
Cc1ccccc1NC1=C(Cl)C(=O)OC1OC(=O)c1ccccc1C (stereo not drawn)	103.8	0.0	2.4	-4.3	41.4	-3.2	-2.7	7.0	-39.7	-2.8
Cc1ccc(C(=O)/C=C/Nc2ccccn2)cc1	108.7	-1.2	6.4	5.0	13.1	-0.5	/	0.3	-1.5	4.3
CCOc1ccc2nc(N3CCCC(C(=O)N4CCN(CC)CC4)C3)sc2c1 (stereo not drawn)	102.1	1.2	-8.1	5.3	-2.1	-0.9	3.7	-1.5	8.4	1.4
Cc1nc2ccccc2c(=O)n1NC(=O)c1c(F)cccc1F	96.1	-2.5	-10.5	1.8	-10.4	-2.7	-2.7	-1.7	8.5	0.1
O=C1c2cccc(Sc3ccccc3)c2C(=O)c2c(Sc3ccccc3)cccc21	87.1	-0.7	/	/	16.9	3.9	1.6	/	/	-6.3
CC(C(=O)OCC(=O)Nc1cccc(S(=O)(=O)N2CCOCC2)c1)N1C(=O)c2ccccc2C1=O (stereo not drawn)	102.7	0.7	2.5	5.5	-2.8	0.1	-1.5	-1.9	10.2	-1.9
COc1ccc(NC(=O)c2ccc(-c3csc(C)n3)cc2)cc1	114.0	0.9	7.1	-3.9	32.8	-1.7	6.4	1.4	-7.1	0.6
O=C(c1ccc2c(c1)OCO2)N1CCN(C(=O)c2ccco2)CC1	96.8	0.5	-2.6	1.4	-5.5	-5.8	/	-0.7	3.8	2.7
COC(=O)c1sccc1NC(=O)CSc1cccc(Cl)c1Cl	95.2	0.7	-9.0	-2.5	4.9	-7.9	/	-1.5	7.6	7.2
CCC1Oc2ccc(C)cc2N(CC(=O)N2CCCC2)C1=O (stereo not drawn)	116.7	0.1	-16.9	0.3	3.6	-2.5	-1.5	-2.1	10.6	1.5
CCC(=O)Nc1ccc2c(c1)nc(CCN1CCCCC1)n2C	93.2	-2.0	1.9	-4.1	-0.8	-3.6	4.5	-2.2	12.4	-0.1
COc1ccccc1C/C(N)=N/OC(=O)c1ccco1	98.8	-0.6	-2.5	-0.9	-12.8	0.7	8.9	8.2	-58.7	0.7
CCOc1ccccc1NC(=O)C1CCN(S(C)(=O)=O)CC1	94.5	-1.0	7.3	-0.7	0.9	1.1	-0.7	-2.8	13.8	-7.6
CCOC(=O)c1nnn(-c2ccccc2C#N)c1C	/	-1.6	3.0	6.2	5.9	-2.4	-0.4	-1.7	9.7	-4.9
S=C(NC1CC1)SCc1ccco1	95.3	1.0	-16.5	-4.0	-14.8	2.2	-0.6	-3.2	16.6	-2.9
CCOc1ccc(CN(C)CC(=O)Nc2cc(OC)c([N+](=O)[O-])cc2C)cc1	101.3	-2.1	-9.0	-2.5	5.5	-0.4	-2.1	-2.3	13.6	-2.1
O=C(O)C1=C[C@H](C2CC2)C[C@H](OCc2ccc(CO)cc2)O1	98.8	-1.1	-4.3	-0.6	8.0	1.6	17.0	0.9	-5.2	-1.0
C/C(=N/OC(=O)C1CC1)c1cc(-c2ccc(Cl)cc2)no1	108.1	0.5	-0.3	2.4	36.0	-4.7	7.6	1.8	-8.1	2.2
O=C(CSCc1ccccc1)Nc1ccccc1	101.8	-2.2	-10.5	6.1	13.4	-3.2	7.7	-3.5	15.9	-1.6
CCOC(=O)c1nnc(-c2ccccc2)nc1N1CC(C)OC(C)C1 (stereo not drawn)	109.0	1.4	-10.9	0.8	-4.4	-3.2	2.4	0.9	-6.9	0.5
O=C(OCCCN=C1NS(=O)(=O)c2ccccc21)C1CC(=O)N(c2ccc(Cl)cc2)C1 (stereo not drawn)	97.2	1.3	1.2	-1.4	-8.1	-0.9	/	-1.5	8.7	-1.4
Cc1ccc(C(C(=O)NCc2ccc(F)cc2)N(CCCO)C(=O)C2COc3ccccc3O2)o1 (stereo not drawn)	96.2	-1.7	-7.0	2.1	-17.9	-0.8	-2.2	-3.0	15.1	3.4
Cc1ccc(NS(=O)(=O)c2sc3ccc(Cl)cc3c2C)cc1	117.0	/	/	/	-7.2	/	-1.9	/	/	-1.8
Nc1nc(-c2ccccc2)c(N=Nc2cccnc2)s1	98.3	0.6	5.4	0.1	-2.6	-2.1	1.6	1.3	-6.0	-1.2
CCOc1ccc(C(=O)Nc2nnn(CC)n2)cc1	/	2.0	9.9	-4.9	2.8	4.1	24.0	-2.6	16.1	4.0
CN(C)CC(C)(C)CNc1ccc(S(=O)(=O)N2CCCC2)cn1	136.6	0.5	1.2	0.0	4.6	-3.0	-0.5	-2.6	13.3	0.6
CC1(C)CC(=O)C2=C(C1)Nc1ccccc1NC2c1ccc([N+](=O)[O-])cc1 (stereo not drawn)	104.3	1.6	2.8	-0.8	43.7	-0.3	-1.1	-3.3	16.7	3.8
O=C(Nc1cccc(F)c1)c1cccc2c1C(=O)N(C1CCCCC1)C2	/	-0.5	-5.4	1.8	49.8	0.4	-0.8	-0.9	4.6	-1.8
CCN(CC)S(=O)(=O)c1ccc(Cc2ncc(C(F)(F)F)cc2Cl)s1	113.5	1.6	-2.2	-8.2	26.5	-3.6	-3.0	-3.5	17.5	2.4
Cc1ccc(C2/C(=C(/O)c3ccc(Cl)cc3)C(=O)C(=O)N2CC2CCCO2)o1 (stereo not drawn)	103.2	-2.3	-0.4	-3.2	3.2	-2.4	-3.8	-1.1	6.1	-1.7
CCCCn1nnc(NC(=O)Cc2ccc(Cl)cc2)n1	110.7	-1.0	-4.7	9.2	-8.8	-1.5	0.5	-1.9	10.7	1.4
Cc1ccc(NC(=O)NCc2ccccn2)cc1Cl	/	-0.5	3.6	-2.2	-6.4	5.1	1.3	-2.8	15.1	-0.5
O=C1C2C3C=CC(C3=C3CCCCC3)C2C(=O)N1Cc1ccccc1 (stereo not drawn)	102.5	-0.8	-7.0	-2.6	7.5	1.4	2.4	12.3	-69.5	-0.1
O=C(COc1ccc([N+](=O)[O-])cc1)Nc1ccncc1	104.5	-0.6	0.1	1.9	36.5	0.0	-2.2	-1.5	8.4	-0.6
CCCc1cc(=O)oc2cc(OCc3cccc(OC)c3)c(Cl)cc12	108.2	2.1	-12.7	3.6	2.6	-0.6	-1.4	-0.8	3.5	-0.5
CCC(NC(=O)CSc1nnnn1C1CC1)c1ccc(Br)cc1 (stereo not drawn)	108.8	0.5	-4.9	0.2	-5.4	1.0	-3.4	-1.5	5.9	-0.5
